NSD2 block – inhibitors of human NSD2 methyltransferase; O96028; NSD2-SET H3K36me1 DELFIA fluorescence, biochemical; inhibition, % at 12.5 µM; 44,000 tested, 0.07% active; in the data active = inhibition above about 54%, passing the limit was not always enough; inconclusive = no clear call, values can overlap the other calls;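 also: inhibitors reduce the monomethyl H3K36 fluorescence signal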
Target sequence (O96028 whole entry, looked up): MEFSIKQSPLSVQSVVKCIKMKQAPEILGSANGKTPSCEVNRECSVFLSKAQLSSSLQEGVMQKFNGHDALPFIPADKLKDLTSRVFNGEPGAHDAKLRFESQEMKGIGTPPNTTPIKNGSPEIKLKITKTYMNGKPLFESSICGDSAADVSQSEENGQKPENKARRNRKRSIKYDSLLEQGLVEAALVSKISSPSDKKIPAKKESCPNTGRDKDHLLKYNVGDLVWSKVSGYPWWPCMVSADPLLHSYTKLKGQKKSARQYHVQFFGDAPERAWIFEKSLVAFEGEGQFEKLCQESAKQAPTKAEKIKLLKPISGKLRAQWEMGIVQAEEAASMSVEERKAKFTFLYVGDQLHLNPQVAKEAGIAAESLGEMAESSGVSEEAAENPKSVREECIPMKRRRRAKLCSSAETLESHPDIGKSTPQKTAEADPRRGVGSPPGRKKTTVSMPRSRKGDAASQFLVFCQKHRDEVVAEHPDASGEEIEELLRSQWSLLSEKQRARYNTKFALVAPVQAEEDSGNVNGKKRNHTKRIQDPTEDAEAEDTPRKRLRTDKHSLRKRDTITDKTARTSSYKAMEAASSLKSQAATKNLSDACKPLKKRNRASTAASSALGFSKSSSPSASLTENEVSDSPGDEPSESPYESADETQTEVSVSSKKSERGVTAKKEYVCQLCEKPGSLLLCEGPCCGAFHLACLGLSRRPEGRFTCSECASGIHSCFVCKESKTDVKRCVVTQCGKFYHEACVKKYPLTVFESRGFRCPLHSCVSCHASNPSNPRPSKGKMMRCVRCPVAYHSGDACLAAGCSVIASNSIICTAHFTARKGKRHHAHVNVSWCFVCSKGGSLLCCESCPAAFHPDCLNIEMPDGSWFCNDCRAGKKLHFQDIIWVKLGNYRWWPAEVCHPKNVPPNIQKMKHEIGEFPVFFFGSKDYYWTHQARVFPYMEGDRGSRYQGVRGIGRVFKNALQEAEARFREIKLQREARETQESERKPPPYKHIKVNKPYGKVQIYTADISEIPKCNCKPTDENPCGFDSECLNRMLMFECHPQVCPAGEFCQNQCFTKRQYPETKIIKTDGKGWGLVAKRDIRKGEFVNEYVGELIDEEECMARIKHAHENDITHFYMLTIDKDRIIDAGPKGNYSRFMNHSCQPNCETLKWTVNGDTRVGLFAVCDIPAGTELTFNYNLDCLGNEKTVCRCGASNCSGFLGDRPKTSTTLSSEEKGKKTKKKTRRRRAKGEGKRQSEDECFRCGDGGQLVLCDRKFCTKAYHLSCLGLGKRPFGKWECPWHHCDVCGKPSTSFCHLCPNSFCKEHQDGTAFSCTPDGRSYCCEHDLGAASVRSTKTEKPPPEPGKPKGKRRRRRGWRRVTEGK
An asterisk follows results filed as active; ? = inconclusive. These rows are one share of the data, so the mix of outcomes need not match the whole.

SMILES | NSD2 block
C[C@@H]1CN([C@@H](C)CO)S(=O)(=O)c2ccc(-c3ccccc3F)cc2O[C@@H]1CN(C)Cc1cncnc1 | -5
Cc1ccc(S(=O)(=O)N(C)C[C@H]2Oc3ccc(NC(=O)CCC(F)(F)F)cc3CC(=O)N([C@@H](C)CO)C[C@H]2C)cc1 | 2
C[C@@H]1CN([C@@H](C)CO)C(=O)c2cc(-c3cccc(F)c3)cnc2O[C@@H]1CN(C)C(=O)C1CCC1 | 3
C[C@H]1CN([C@@H](C)CO)C(=O)c2cc(-c3ccccc3F)cnc2O[C@@H]1CN(C)C(=O)c1ccccn1 | -132
COc1ccc(NC(=O)Nc2ccc3c(c2)C(=O)N([C@@H](C)CO)C[C@H](C)[C@H](CN(C)C)O3)cc1 | 0
Cc1noc(C)c1S(=O)(=O)N(C)C[C@H]1OCCCC[C@@H](C)Oc2ccc(N(C)C)cc2C(=O)N([C@@H](C)CO)C[C@@H]1C | -4
C[C@H]1CCCCO[C@@H](CN(C)C(=O)CCC(F)(F)F)[C@@H](C)CN([C@@H](C)CO)C(=O)c2cc(N(C)C)ccc2O1 | 0
C[C@H](CO)N1C[C@H](C)[C@@H](CN(C)Cc2ccc3c(c2)OCO3)Oc2ccc(NC(=O)Nc3ccccc3)cc2C1=O | 0
COc1ccc(NC(=O)N(C)C[C@@H]2Oc3ncc(-c4cccc(F)c4)cc3C(=O)N([C@H](C)CO)C[C@@H]2C)cc1 | -6
C[C@@H]1CCCCO[C@H](CN(C)C(=O)Nc2ccccc2)[C@H](C)CN([C@H](C)CO)C(=O)c2cc(NS(=O)(=O)c3cccs3)ccc2O1 | 3
CC(C)NC(=O)N(C)C[C@H]1Oc2ccc(NS(C)(=O)=O)cc2C(=O)N([C@@H](C)CO)C[C@H]1C | 1
CC(C)CC#Cc1ccc2c(c1)O[C@@H](CN(C)C(=O)NC1CCCC1)[C@H](C)CN([C@@H](C)CO)S2(=O)=O | 1
COc1ccc([Si](C)(C)[C@H]2[C@H](CCn3cc([C@H](O)c4ccccc4)nn3)O[C@@]3(C(=O)N(Cc4cccc(N5CCC5=O)c4)c4ccccc43)[C@@H]2C)cc1 | 3
C/C=C/c1cnc2c(c1)C(=O)N([C@H](C)CO)C[C@H](C)[C@H](CN(C)C(=O)Cc1cccnc1)O2 | 6
C[C@H](CO)N1C[C@H](C)[C@H](CN(C)C(=O)C2CCCCC2)OCCCC[C@H](C)Oc2ccc(NS(=O)(=O)c3ccccc3)cc2C1=O | -7
CC(C)NC(=O)N(C)C[C@@H]1Oc2cc(-c3cncnc3)ccc2S(=O)(=O)N([C@@H](C)CO)C[C@@H]1C | -2
C[C@@H]1CN([C@@H](C)CO)S(=O)(=O)c2ccc(-c3cccc(C#N)c3)cc2O[C@@H]1CN(C)Cc1ccccn1 | -2
C[C@H](CO)N1C[C@H](C)[C@@H](CN(C)C(=O)Nc2ccc3c(c2)OCO3)Oc2c(NS(=O)(=O)c3ccccc3)cccc2C1=O | 3
Cc1noc(C)c1S(=O)(=O)N(C)C[C@@H]1OCCCC[C@@H](C)Oc2ccc(NS(=O)(=O)c3ccccc3)cc2C(=O)N([C@@H](C)CO)C[C@@H]1C | -1
COC(CCc1ccc(O)c(O)c1)CC(=O)CCc1ccc(O)c(O)c1 (stereo unspecified) | 0
CC(C)NC(=O)N(C)C[C@@H]1OCCCC[C@@H](C)Oc2ccc(NC(=O)c3ccccc3)cc2C(=O)N([C@H](C)CO)C[C@H]1C | 0
COc1ccc(S(=O)(=O)N(C)C[C@@H]2Oc3ccc(NC(=O)CCN4CCOCC4)cc3C(=O)N([C@@H](C)CO)C[C@@H]2C)cc1 | -2
C[C@H]1CCCCO[C@@H](CN(C)Cc2ccc(C(=O)O)cc2)[C@@H](C)CN([C@@H](C)CO)C(=O)c2cc(N(C)C)ccc2O1 | 18
C[C@@H]1CCCCO[C@H](CN(C)C(=O)CCCN(C)C)[C@H](C)CN([C@H](C)CO)C(=O)c2cc(NC(=O)C3CCCCC3)ccc2O1 | 2
CNC[C@@H]1OCCCC[C@H](C)Oc2ccc(NS(=O)(=O)c3cccs3)cc2C(=O)N([C@@H](C)CO)C[C@H]1C | -2

An excerpt from above in order of their number in NSD2 block, high to low.
molecule | NSD2 block
Cc1ccc(S(=O)(=O)N(C)C[C@H]2Oc3ccc(NC(=O)CCC(F)(F)F)cc3CC(=O)N([C@@H](C)CO)C[C@H]2C)cc1 | 2
CC(C)CC#Cc1ccc2c(c1)O[C@@H](CN(C)C(=O)NC1CCCC1)[C@H](C)CN([C@@H](C)CO)S2(=O)=O | 1
COc1ccc(S(=O)(=O)N(C)C[C@@H]2Oc3ccc(NC(=O)CCN4CCOCC4)cc3C(=O)N([C@@H](C)CO)C[C@@H]2C)cc1 | -2

Following part
SMILES | NSD2 block
C[C@H](CO)N1C[C@H](C)[C@H](CN(C)Cc2ccncc2)Oc2ccc(NC(=O)CCC(F)(F)F)cc2CC1=O | 3
CCC(=O)N(C)C[C@H]1Oc2cc(Br)ccc2S(=O)(=O)N([C@H](C)CO)C[C@@H]1C | -7
Cc1noc(C)c1S(=O)(=O)Nc1ccc2c(c1)CC(=O)N([C@@H](C)CO)C[C@@H](C)[C@H](CN(C)S(=O)(=O)c1ccc(F)cc1)O2 | -9
C[C@@H]1CN([C@@H](C)CO)C(=O)Cc2cc(NS(=O)(=O)c3cccs3)ccc2O[C@@H]1CN(C)CC1CCCCC1 | -2
COc1ccc(CCC(=O)c2ccc(OC)cc2O)cc1 | -4
Cc1ccc(O)c(/C=N/NC(=O)CCCCC(=O)NO)c1 | 3
COc1ccc(S(=O)(=O)N(C)C[C@@H]2Oc3ccc(NC(=O)Nc4cccc5ccccc45)cc3C(=O)N([C@@H](C)CO)C[C@H]2C)cc1 | -1
COc1ccc(S(=O)(=O)Nc2ccc3c(c2)C(=O)N([C@@H](C)CO)C[C@H](C)[C@H](CN(C)C(=O)c2ccncc2)OCCCC[C@@H](C)O3)cc1 | -6
C[C@H](CO)N1C[C@H](C)[C@@H](CN(C)S(=O)(=O)c2ccc(C#N)cc2)OCc2cnnn2CCCC1=O | 6
Cc1ccc(S(=O)(=O)N(C)C[C@H]2Oc3ccc(NC(=O)NC4CCCCC4)cc3C(=O)N([C@H](C)CO)C[C@H]2C)cc1 | 4
C[C@H]1CN([C@@H](C)CO)S(=O)(=O)c2ccc(-c3ccc(F)cc3)cc2O[C@@H]1CN(C)S(C)(=O)=O | 6
C[C@H]1CN([C@@H](C)CO)C(=O)Cc2cc(NC(=O)NC3CCCCC3)ccc2O[C@@H]1CN(C)S(=O)(=O)c1ccccc1 | -7
C[C@@H]1CCCCO[C@@H](CN(C)Cc2ccc(C(F)(F)F)cc2)[C@@H](C)CN([C@@H](C)CO)C(=O)c2cc(NC(=O)c3ccccc3)ccc2O1 | -2
C[C@H]1CN([C@@H](C)CO)C(=O)Cc2cc(NS(C)(=O)=O)ccc2O[C@@H]1CN(C)C(=O)Nc1ccc2c(c1)OCO2 | 4
O=C(C[C@H]1CC[C@@H](NC(=O)Nc2ccc3c(c2)OCO3)[C@@H](CO)O1)NCc1ccc(Cl)cc1 | -10
COc1ccc(C#Cc2cnc3c(c2)C(=O)N([C@H](C)CO)C[C@@H](C)[C@@H](CN(C)C)O3)cc1 | 3
C[C@H](CO)N1C[C@H](C)[C@H](CN(C)S(=O)(=O)c2ccc(F)cc2)OCCCC[C@H](C)Oc2ccc(NS(C)(=O)=O)cc2C1=O | 2
C[C@@H]1CCCCO[C@@H](CN(C)Cc2ccc3c(c2)OCO3)[C@@H](C)CN([C@H](C)CO)C(=O)c2cc(NC(=O)CCCCCC(=O)Nc3ccccc3N)ccc2O1 | -2
CC(C)=CCC1Cc2c(cc(O)c(C(=O)C(C)C)c2O)OC1(C)C (stereo unspecified) | -6
COc1ccc(S(=O)(=O)N(C)C[C@@H]2Oc3ccc(NC(=O)Cn4cnnn4)cc3C(=O)N([C@@H](C)CO)C[C@H]2C)cc1 | -3
COc1cccc(-c2cnc3c(c2)C(=O)N([C@H](C)CO)C[C@H](C)[C@H](CN(C)C(=O)CC2CC2)O3)c1 | 1
C/C=C/c1ccc2c(c1)O[C@@H](CN(C)C(=O)c1ccccc1F)[C@@H](C)CN([C@@H](C)CO)S2(=O)=O | 0
C[C@@H]1CN([C@H](C)CO)C(=O)c2cc(/C=C/c3ccccc3)cnc2O[C@H]1CN(C)C(=O)Nc1ccccc1F | 1
C[C@@H]1CN([C@@H](C)CO)C(=O)Cc2cc(N(C)C)ccc2O[C@H]1CN(C)C(=O)NC1CCCCC1 | -5
CC(C)C#Cc1ccc2c(c1)O[C@@H](CN(C)C(=O)NC(C)C)[C@@H](C)CN([C@@H](C)CO)S2(=O)=O | 2

Later entries.
SMILES | NSD2 block
Cc1noc(C)c1NC(=O)N(C)C[C@@H]1Oc2c(NS(C)(=O)=O)cccc2C(=O)N([C@H](C)CO)C[C@@H]1C | 1
CC(C)NC(=O)Nc1ccc2c(c1)CC(=O)N([C@@H](C)CO)C[C@H](C)[C@@H](CN(C)Cc1ccc(Oc3ccccc3)cc1)O2 | -1
COCC(=O)N[C@H]1CC[C@H](CC(=O)NCc2ccccc2OC)O[C@@H]1CO | 8
CC(C)NC(=O)Nc1ccc2c(c1)C(=O)N([C@@H](C)CO)C[C@H](C)[C@H](CN(C)C(=O)CCCN(C)C)OCCCC[C@H](C)O2 | 0
COc1ccc(CN(C)C[C@@H]2Oc3ccc(NC(=O)Nc4ccc(C(F)(F)F)cc4)cc3CC(=O)N([C@H](C)CO)C[C@@H]2C)cc1 | -3
Cc1ccc(S(=O)(=O)Nc2ccc3c(c2)CC(=O)N([C@H](C)CO)C[C@H](C)[C@@H](CN(C)C(=O)Nc2ccc(C(F)(F)F)cc2)O3)cc1 | -1
CCCCCCCCCC(=O)N[C@H](CN1CCOCC1)[C@H](O)c1ccccc1 | -3
C[C@@H]1CN([C@H](C)CO)C(=O)c2cccc(NC(=O)Nc3ccc(C(F)(F)F)cc3)c2O[C@H]1CN(C)Cc1ccc(Oc2ccccc2)cc1 | 0
C[C@@H]1CCCCO[C@@H](CN(C)C(=O)Nc2cccc3ccccc23)[C@H](C)CN([C@@H](C)CO)C(=O)c2cc(NC(=O)c3ccncc3)ccc2O1 | -7
C[C@@H]1CCCCO[C@@H](CN(C)Cc2ccc(Cl)c(Cl)c2)[C@@H](C)CN([C@@H](C)CO)C(=O)c2cc(NC(=O)Nc3cccc4ccccc34)ccc2O1 | 8
CCCC#Cc1cnc2c(c1)C(=O)N([C@H](C)CO)C[C@@H](C)[C@@H](CN(C)C(=O)C1CC1)O2 | -6
C[C@H](CO)N1C[C@H](C)[C@H](CN(C)Cc2ccc3c(c2)OCO3)OCc2ccccc2-c2ccccc2C1=O | 3
O=C(OC[C@@H]1[C@H]2c3ccccc3O[C@]1(CO)N=C1Sc3ccc([N+](=O)[O-])cc3C(=O)N12)c1ccccc1 | -8
CNC[C@H]1Oc2ccc(NC(=O)CCC(F)(F)F)cc2CC(=O)N([C@H](C)CO)C[C@H]1C | 1
COCC(=O)N(C)C[C@@H]1Oc2ncc(-c3ccc(C#N)cc3)cc2C(=O)N([C@@H](C)CO)C[C@H]1C | -2
C[C@@H]1CCCCO[C@H](CN(C)S(=O)(=O)c2ccccc2)[C@H](C)CN([C@H](C)CO)C(=O)c2cc(NS(C)(=O)=O)ccc2O1 | ?
C[C@@H]1CCCCO[C@H](CN(C)C(=O)c2ccncc2)[C@@H](C)CN([C@H](C)CO)C(=O)c2cc(NS(=O)(=O)c3ccccc3)ccc2O1 | ?
C[C@@H]1CCCCO[C@H](CN(C)C(=O)CCCN(C)C)[C@H](C)CN([C@@H](C)CO)C(=O)c2cc(NS(C)(=O)=O)ccc2O1 | -9
C[C@H](CO)N1C[C@H](C)[C@H](CN(C)Cc2ccncc2)Oc2ncc(-c3ccccc3)cc2C1=O | 1
C/C=C/c1cnc2c(c1)C(=O)N([C@H](C)CO)C[C@H](C)[C@@H](CN(C)C(=O)Cc1cccnc1)O2 | 0
C[C@@H]1CCCCO[C@H](CN(C)C(=O)C2CCCCC2)[C@H](C)CN([C@@H](C)CO)C(=O)c2cc(NC(=O)Nc3ccccc3)ccc2O1 | -11
C[C@H](CO)N1C[C@H](C)[C@@H](CN(C)Cc2ccc3c(c2)OCO3)Oc2c(NC(=O)Nc3ccc(F)cc3)cccc2C1=O | 0
C[C@@H]1CN([C@@H](C)CO)C(=O)c2cc(NC(=O)Nc3ccccc3)ccc2O[C@H]1CN(C)S(=O)(=O)c1ccc(F)cc1 | -3
O=C(CCCCCCC(=O)Nc1ccccc1O)N/N=C/c1ccc(N(c2ccccc2)c2ccccc2)cc1 | 1
Cc1noc(C)c1S(=O)(=O)N(C)C[C@H]1OCCCC[C@@H](C)Oc2ccc(NS(=O)(=O)c3ccc(Cl)cc3)cc2C(=O)N([C@H](C)CO)C[C@@H]1C | 0
C[C@H](CO)N1C[C@H](C)[C@@H](CN(C)Cc2ccc3c(c2)OCO3)Oc2c(NS(=O)(=O)c3ccccc3)cccc2C1=O | -13
CN(C)/C=N/C(=S)N1CCOCC1 | 5

A second format for some results above.
NSD2 block | SMILES
1 | C[C@H](CO)N1C[C@H](C)[C@H](CN(C)Cc2ccncc2)Oc2ncc(-c3ccccc3)cc2C1=O
0 | C/C=C/c1cnc2c(c1)C(=O)N([C@H](C)CO)C[C@H](C)[C@@H](CN(C)C(=O)Cc1cccnc1)O2

Fetched by compound from the entries so far:
SMILES | NSD2 block
C[C@@H]1CCCCO[C@@H](CN(C)Cc2ccc(Cl)c(Cl)c2)[C@@H](C)CN([C@@H](C)CO)C(=O)c2cc(NC(=O)Nc3cccc4ccccc34)ccc2O1 | 8
C[C@H](CO)N1C[C@H](C)[C@@H](CN(C)Cc2ccc3c(c2)OCO3)Oc2c(NS(=O)(=O)c3ccccc3)cccc2C1=O | -13
C[C@H](CO)N1C[C@H](C)[C@H](CN(C)Cc2ccncc2)Oc2ncc(-c3ccccc3)cc2C1=O | 1
CC(C)NC(=O)Nc1ccc2c(c1)C(=O)N([C@@H](C)CO)C[C@H](C)[C@H](CN(C)C(=O)CCCN(C)C)OCCCC[C@H](C)O2 | 0
